# A549 viability = Nrf2 qHTS screen for inhibitors: counterscreen for cytotoxicity | A549 ARE-Fluc cells, CellTiter-Fluor viability, 18-24 h | Potency, µM (titrated, usually from 46 µM), without a hit: top-dose activity change, negative = cytotoxicity, actives largely listed as inhibitors | AID 504648, 2011 | actives 0.16% (n = 390,000); also: potency is read from the fitted curve at half-maximal effect; % is scaled to controls: 0 for no effect and ±100 for the full control effect
#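 A549 ARE_Fluc cells in 5% FBS OPTI-MEM were exposed to compounds in concentration-response for 18-24 h at 37 deg C. Viability was read by CellTiter-Fluor fluorescence (Ex 405/Em 525) after 30 min, before the luciferase read.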
# HepG2 tox = qHTS for Inhibitors of TGF-b: Cytotox Counterscreen; HepG2 CAGA-GFP viability, ATP luminescence, 18 h; Potency, µM (top dose mostly 46.1 µM), without a hit: at the top dose activity change, negative = cytotoxicity, hits mostly cytotoxic; actives 0.76% (n = 410,000); AID 588856, 2011; also: potency is read from the fitted curve at half-maximal effect; some results filed as inactive show a strong effect at the top dose
#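 CellTiter-Glo luminescence gave cytotoxicity after 18 hours at 37 degrees C. The cells were HepG2 CAGA-GFP in 1% FBS DMEM, stimulated with 500 pg/mL TGF-beta after compound addition. %Activity was normalised to no-cell wells (complete cell-killing) and DMSO (no toxicity), and curves were fitted and classified.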
# TGFb inhibitor = qHTS for Inhibitors of TGF-b | Potency, µM (top dose mostly 46.1 µM), for inactives: top-dose activity, negative = inhibition, usual class: inhibitors | actives 1.2% (n = 410,000) | HepG2 CAGA-GFP TGF-b/SMAD3 reporter, GFP fluorescence, 18 h; TGF-beta stimulated, 500 pg/mL final; also: potency is read from the fitted curve at half-maximal effect; % is scaled to controls: 0 for no effect and ±100 for the full control effect; nearly all actives have a fitted effect of over 65% in size
#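 HEPG2 CAGA-GFP cells (1000/well, DMEM with 1% FBS) were pre-incubated 2 h at 37 degrees C, given compound by pin tool, then stimulated with TGF-beta at 500 pg/mL final for 18 h before per-cell GFP fluorescence imaging.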
# CCT modulator = High-Throughput Screening for Modulators of Cytosolic Chaperonin Activity; purified chaperonin ATPase assay, HTRF ADP detection, 30 min; activity change, % (concentration not given with the values), hits read low; actives 0.3% (n = 360,000); AID 651819, 2012; in the data active = activity change below about -30%; also: % is scaled to controls: 0 for no effect and ±100 for the full control effect
#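 TRiC (40 or 20 nM final, by batch activity) in 30 mM Tris pH 7.4, 100 mM KCl, 5 mM MgCl2, 1 mM DTT was treated with compound at 76 uM single dose, then 10 uM ATP, 30 min at 37 °C. ADP was read by HTRF Transcreener.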
# Nrf2 activator = qHTS of Nrf2 Activators; AREc32 ARE-luciferase reporter (MCF7-derived line), luminescence, 24 h; Potency, µM (series often up to 46.1 µM), inactives show at the top dose activation, usual class: activators; actives 0.31% (n = 410,000); AID 624171, 2012; also: potency is read from the fitted curve at half-maximal effect; % of control where 0% means no effect; nearly all actives have a fitted effect of over 65% in size
#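 Cells of the AREc32 ARE-luciferase line are plated in OPTI-MEM containing 5% FBS and left overnight at 37 deg C. Compounds are pinned in, incubation continues 24 hr, and firefly luciferase signal is then measured.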
# Akt phos inh = HTS Assay for Inhibitors of Akt Phophorylation: Primary Screen; Neuro2A IGF-stimulated pAkt S473 HTRF, 20 min; active compounds read low; activity change, % for hits at 50 µM; actives 0.32% (n = 360,000); in the data active = activity change below about -80%; inconclusive = mostly about -51% to -80%; also: % is scaled to controls: 0 for no effect and ±100 for the full control effect
#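 Neuro2A cells in DMEM with 0.5% FBS, overnight at 37 deg C, given compound at single 50 µM final, then IGF (6 nM final) for 20 min at 37 deg C. Lysed; phospho-Akt Ser473 by HTRF after 24 h, 665/615 ratio.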
# Nrf2 inh = Nrf2 qHTS screen for inhibitors; A549 ARE-Fluc reporter, luciferase luminescence, 18-24 h; actives 2.1% (n = 360,000); Potency, µM (doses to about 46 µM), inactives show top-dose activity change, negative = inhibition, actives largely listed as inhibitors; also: potency is read from the fitted curve at half-maximal effect; % is scaled to controls: 0 for no effect and ±100 for the full control effect; nearly all actives have a fitted effect of over 60% in size
#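 In this cell-based qHTS, ARE-driven firefly luciferase in A549 cells reports Nrf2 activity; the luminescent signal after BugLite lysis is the measured value, with a prior CellTiter-Fluor read for cell health.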
# Mm-Cpn inhibitor = Inhibitors of TCP-1 ring complex (TRiC) of Methanococcus maripaludis (MmCpn): qHTS. Potency, µM (highest dose often 76.9 µM), for the others: top-dose activity, negative = inhibition, hits mostly inhibitors. actives 0.031% (n = 330,000). purified Mm-Cpn ATPase, ADP Transcreener TR-FRET. AID 504842, 2011; also: potency is read from the fitted curve at half-maximal effect; % is scaled to controls: 0 for no effect and ±100 for the full control effect; nearly all actives have a fitted effect of over 80% in size
#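 Purified archaeal Mm-CPN (25nM final) preincubated 10 min at 37degC with compound, then 10uM ATP for 30 min at 37degC; ADP measured by HTRF Transcreener TR-FRET; buffer 30 mM TRIS pH 7.4, 100mM KCl, 5mM MgCl2, 1mM DTT.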
# Abeta yeast res = qHTS for compounds that reverse cellular toxicity of Amyloid beta (A-beta) peptide in yeast: Primary Screen; yeast expressing A-beta42, growth rescue, OD600, 48 h; response scale: 0% DMSO, 100% iron-clioquinol control; Potency, µM (series often up to 46.1 µM), for the others: at the top dose growth rescue, most hits filed as activators; actives 0.063% (n = 410,000); AID 1347071, 2019; also: potency is read from the fitted curve at half-maximal effect; nearly all actives have a fitted effect of over 55% in size
#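 Growth rescue measured by 600 nm absorbance after 48 h yeast culture at 30 C with compound. Values normalized between DMSO and an equimolar ferric chloride plus clioquinol control.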
# Starred values were filed as active, the others as inactive; i = inactive; u = inconclusive; x = not tested or not shown; & = joins results of further samples; [ ] = dose if it differs, or a comment. Unless noted, calls follow the shape of the dose curve; as a rule, active = well fitted curve in the direction sought with a large enough effect; inconclusive = small, poorly fitted or top-dose-only effect, or another doubt; inactive = no such curve, though single readings can be large; an effect the other way counts as inactive or inconclusive.
# Below each compound – A549 viability	HepG2 tox	TGFb inhibitor	CCT modulator	Nrf2 activator	Akt phos inh	Nrf2 inh	Mm-Cpn inhibitor	Abeta yeast res
- Cc1csc(C(C)NC(=O)c2ccc(OC3CCN(CCc4ccccc4)CC3)cc2)n1 (stereo not drawn)
  -5.2%	-33.2%	-7.0%	1.6	5.4%	i	0.0%	-3.6%	0.9%
- CC(C)N1CCN(C(=O)c2ccc(NC(=O)c3ccc(Br)o3)cc2)CC1
  0.0%	-0.2%	-5.4%	-1.7	-0.8%	i	-4.4%	1.6%	6.7%
- [O-][n+]1onc2c1CCc1nnc(-c3ccccc3)cc1-2
  -14.9%	-0.5%	0.5%	-1.2	u	i	-13.7%	2.0%	-8.8%
- COc1cccc(CN2CCN(Cc3ccc(O)c(OC)c3)CC2CCO)c1 (stereo not drawn)
  2.4%	-30.1%	u	-4.9	3.9%	i	28.6%	0.5%	-25.3%
- COC(=O)c1ccc(CSc2nnc(-c3ccncc3)n2Cc2ccccc2)o1
  12.1%	-1.3%	0.0%	0.7	1.5%	i	0.6%	0.5%	-4.3%
- COc1ccc(Cl)cc1NC(=O)CN(C)C(=O)C1CC1
  0.1%	-3.2%	4.6%	-1.9	-0.5%	i	-3.3%	-3.0%	-12.0%
- Cc1cccc(C)c1NC(=O)NCCCN1CCN(c2ccccc2)CC1
  -3.4%&-5.7%	-5.8%&-11.8%	-1.7%&1.2%	-1.3	-0.6%&0.4%	i	2.8%&3.2%	-1.6%	-14.6%&-22.3%
- COc1ccc(C2Nc3ccccc3NC3=C2C(=O)CC(C)(C)C3)cc1OC (stereo not drawn)
  0.6%	3.3%	-7.0%	-0.4	0.1%	i	0.2%	-1.3%	3.2%
- COC(=O)c1cc(S(=O)(=O)N2CCCCC2)c[nH]1
  3.0%	-5.9%	9.5%	-1.6	-0.2%	x	-4.1%	0.2%	-6.5%
- COc1ccc(NS(=O)(=O)c2ccc(OC)c(NC(=O)CCC3CCCCC3)c2)cc1
  2.5%	0.6%	12.0%	-0.5	-0.8%	i	-9.3%	0.0%	-6.4%
- COc1ccc([N+](=O)[O-])cc1NC(=O)c1ccco1
  1.3%	-0.2%	4.3%	1.0	3.16µM*	i	-21.0%	-0.6%	-7.4%
- COc1cccc(CN2C(=O)c3ccccc3C2C(=O)NCC2CCCO2)c1 (stereo not drawn)
  -0.2%	-4.2%	-5.4%	-2.5	-0.5%	i	-3.4%	-0.6%	-2.3%
- CCC(C)NCCOCCOc1ccc(Cl)c2ccccc12 (stereo not drawn)
  -18.7%	-51.8%	u	-0.8	9.3%	i	-14.7%	3.2%	-8.0%
- c1coc(-c2ccnc(-n3cccc3)n2)c1
  1.7%	-25.3%	-11.6%	2.1	u	i	u	0.5%	-13.4%
- COc1cc(C2C(C(=O)Nc3ccc(F)cc3)=C(C)Nc3nc(CCCO)nn32)cc(OC)c1OC (stereo not drawn)
  -5.9%	5.3%	7.4%	-0.7	0.3%	i	2.1%	-0.6%	-2.0%
- Cc1nnc(Sc2cc(NCCO)c([N+](=O)[O-])c3nonc23)s1
  25.9µM*	-48.7%	u	-57.6*	-0.3%	i	u	0.4%	3.3%
- COc1cc(C(=O)N2CCc3c([nH]c4ccccc34)C2c2ccc(F)cc2)cc(OC)c1OC (stereo not drawn)
  -27.9%	-5.7%	-24.1%	x	5.4%	x	x	x	-13.6%
- Cc1nc2cccnc2n1-c1cccc(C(=O)N2CCN(c3cccc(Cl)c3)CC2)c1
  -9.8%	-36.8%	u	x	-3.4%	x	u	x	-6.2%
- COc1ccc2ncc(S(=O)(=O)c3ccccc3)c(N3CCN(c4ccccc4)CC3)c2c1
  0.9%	0.7%	0.0%	-1.6	0.0%	i	9.7%	u	1.4%
- O=C(CSc1ccc2nnc(CCNC(=O)c3ccccc3)n2n1)Nc1ccccc1F
  -6.0%	18.9%	-1.9%	-2.0	-0.4%	i	0.5%	1.0%	-4.0%
- O=C(NCCOc1ccccc1)C1Nc2ccc(C(F)(F)F)cc2C2c3ccccc3CC12 (stereo not drawn)
  -12.9%	15.8µM*	u	-0.1	9.2%	i	-25.4%	x	u
- Cc1ccc(N(Cc2ccccc2)C(=O)Cc2ccc(S(=O)(=O)N3CCOCC3)s2)cc1
  1.4%	5.5%	u	1.7	5.0%	i	-10.0%	-2.7%	-0.9%
- COc1ccccc1N1CCN(/N=C(\C)c2ccc(O)cc2)CC1
  -1.1%	2.0%	6.9%	0.6	6.4%	i	-7.4%	-1.0%	16.1%
- COc1ccc(-c2nnc3ccc(SCC(=O)NCC4CCCO4)nn23)cc1 (stereo not drawn)
  -11.9%	-1.7%	-0.2%	-2.4	-0.5%	i	4.5%	-3.1%	-8.3%
- CC1(OC(=O)C2CCCC2)C(=O)C=C2C=C(c3ccsc3)N(CCCCO)C=C2C1=O (stereo not drawn)
  -5.9%	0.3%	11.9%	-1.4	-1.2%	i	1.3%	-16.4%	-6.5%
- Cc1ccc(OCCOCCOc2cccc3cccnc23)c(Br)c1
  18.0%	-25.9%	-16.1%	-1.5	2.7%	i	10.8%	-0.4%	17.9%
- CN(Cc1ccc(Cl)cc1Cl)C(=O)c1cccc(S(=O)(=O)NCc2ccccc2)c1
  -11.8%	-31.4%	u	-6.3	2.9%	i	-20.5%	x	5.9%
- Cc1ccc([N+](=O)[O-])cc1NC(=O)CSc1nncn1-c1ccccn1
  0.5%	10.1%	-1.4%	-0.4	-0.9%	i	-12.0%	0.2%	9.7%
- COc1cc(OC)cc(C(=O)Nc2cc(-c3nc4cc(Cl)ccc4o3)ccc2Cl)c1
  -0.3%	-11.4%	1.2%	x	8.3%	x	13.1%	x	-19.7%
- O=C(NCCCSc1ccccc1)c1ccc(=O)[nH]c1
  0.3%	7.7%	2.0%	-2.2	-0.2%	i	0.1%	-1.1%	-11.9%
- Cc1ccc(-c2cc(C(F)(F)F)c(C#N)c(SCC(=O)O)n2)cc1
  -16.2%&-7.7%	-8.9%&-31.2%	18.3%&-25.3%	2.5	16.3%&17.6%	i	u	-10.7%	-0.1%&-23.2%
- O=C(Nc1ccn(Cc2ccccc2F)n1)c1ccc(COc2cc(Cl)ccc2Cl)o1
  -0.3%	-9.1%	u	-1.0	-0.2%	x	x	-6.4%	-2.6%
- O=C(Nc1nc2c(ccc3ccccc32)s1)c1ccco1
  -17.6%	-14.3%	-29.3%	1.2	u	i	u	-2.1%	-62.9%[inhibitor]
- Cc1cccc(S(=O)(=O)N(C)C[C@@H]2OCc3cn(nn3)CCCC(=O)N([C@@H](C)CO)C[C@H]2C)c1
  x	6.9%	-0.9%	0.9	-0.5%	i	x	x	8.6%
- Cc1nn(-c2ccccc2)c(C)c1C(=O)NCc1cccs1
  -0.1%	4.0%	1.1%	-0.6	-0.7%	i	2.2%	2.7%	1.8%
- CN(CC1COc2ccccc2O1)C(=O)CSc1ncccn1 (stereo not drawn)
  u	17.4%	-19.8%	-1.1	0.5%	i	u	1.9%	4.1%
- CCOC(=O)CCC(NC(=O)c1ccccc1C(=O)NC(CCC(=O)OCC)C(=O)OCC)C(=O)OCC (stereo not drawn)
  -3.6%	-5.3%	1.5%	0.1	0.6%	i	-10.1%	-1.8%	-4.2%
- CC1(C)C2CCC(C2)C1(C)NC(=O)CNC1CCCCC1 (stereo not drawn)
  1.5%	-7.1%	-9.6%	0.1	-0.4%	i	11.1%	2.9%	21.3%
- COc1ccc(Cl)cc1NC(=O)C[n+]1cccc(C)c1
  -1.9%	-0.2%	-10.3%	1.8	-0.2%	i	-2.2%	0.0%	-14.7%
- CC(C)=CCC/C(C)=C/CNC(=O)CC1C[C@H](C(=O)N2CCCCC2)[C@@]2(C)c3[nH]c4ccccc4c3CCN2C1=O (stereo partly drawn)
  0.6%	-20.6%	2.4%	-0.7	-0.8%	i	-6.3%	0.7%	-0.9%
- CN(Cc1nc(C(c2ccccc2)c2ccccc2)no1)CC1COCCO1 (stereo not drawn)
  5.9%	2.4%	7.1%	-0.3	-0.1%	i	2.2%	-2.0%	-4.3%
- Cc1ccc(S(=O)(=O)N2CCCC2C(=O)NC2=NCCS2)cc1 (stereo not drawn)
  0.5%	-5.8%	6.4%	-2.0	0.5%	i	0.9%	1.0%	-13.6%
- CCOc1ccc(NC(=O)CCNS(=O)(=O)c2cccc3nsnc23)cc1
  -3.4%&-4.7%	-17.3%&-1.6%	u	-2.7	-0.7%&-0.4%	i	3.1%	-0.4%	11.6%&-2.6%
- COc1cc(/C=N/n2c(C3CCCCC3)n[nH]c2=S)ccc1O
  -0.4%	-4.7%	9.9%	1.3	2.5%	i	1.2%	0.9%	8.4%
- Cc1ccc(C(=O)NCC(=O)NC2CCCCCC2)cc1
  10.0%	-8.3%	-0.6%	-1.3	-0.3%	i	-2.2%	-0.1%	15.7%
